High-throughput results from PubChem BioAssay.
IEC-6 tox: counter-screen for KLF5 inhibitors: cytotoxicity in IEC-6 cells. IEC-6 cytotoxicity, luminescence viability. inhibition, % at 5 µM. actives 0.78% (n = 290,000); in the data active = inhibition above about 22%;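 also: 0% = plate median of test compound wells and 100% = cytotoxic reference compound wells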
GSK3A inh: inhibitors of human GSK-3 alpha kinase; actives 0.1% (n = 320,000); ADP-Glo luminescence, 60 min; AID 2650; inhibition, % at 10 µM;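 in the data active = inhibition above about 50%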;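 also: GST-tagged GSK-3 alpha with peptide substrate and 25 µM ATP; 0% = DMSO neutral wells and 100% = GW8510 positive control wells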
Target sequence (P49840 whole entry, looked up): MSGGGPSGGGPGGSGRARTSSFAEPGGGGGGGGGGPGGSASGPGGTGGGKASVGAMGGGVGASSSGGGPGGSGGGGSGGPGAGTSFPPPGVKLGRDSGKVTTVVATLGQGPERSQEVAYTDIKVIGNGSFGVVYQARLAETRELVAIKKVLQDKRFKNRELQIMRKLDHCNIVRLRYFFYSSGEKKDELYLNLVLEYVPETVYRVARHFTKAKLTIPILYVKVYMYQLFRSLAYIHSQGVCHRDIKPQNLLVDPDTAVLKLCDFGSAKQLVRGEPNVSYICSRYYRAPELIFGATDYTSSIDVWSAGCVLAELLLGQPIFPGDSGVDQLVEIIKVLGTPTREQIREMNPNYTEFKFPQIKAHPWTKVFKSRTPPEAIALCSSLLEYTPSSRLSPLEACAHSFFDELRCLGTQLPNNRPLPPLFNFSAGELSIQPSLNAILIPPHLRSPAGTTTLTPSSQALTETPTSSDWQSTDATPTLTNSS
KLF5 inh: kruppel-like factor 5 inhibition; DLD-1 KLF5 promoter-luciferase reporter, luminescence; inhibition, % at 5 µM; actives 0.23% (n = 290,000);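 active = inhibition above a per-plate limit of that plate's mean compound inhibition plus 3 SD, cut at about 60% in these data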;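 also: 0% = DMSO wells and 100% = LY294002 at 200 µM; higher means less KLF5 promoter-driven luciferase light; inactives centre near -14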
Platelet DG rel: modulates dense granule release in human platelets. human platelet-rich plasma, SFLLRN dense granule ATP release, luminescence. inhibition, %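 (compounds screened at 7.5 µM in platelet-rich plasma)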. actives 0.22% (n = 300,000);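 active = mean replicate score, as percent of positive control, at or above 50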
DYRK1A inh: Dyrk1A (rat) kinase inhibition; ADP-Glo luminescence, NFATc1 peptide; inhibition, % at 12.5 µM; actives 0.43% (n = 310,000); AID 504441; in the data active = inhibition above about 50%;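 also: plate controls were vehicle with enzyme for no effect and no enzyme for full effect; many of its hits are not listed in these tables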
HSF-1 act: increases HSF-1 driven luciferase reporter signal | actives 1.7% (n = 300,000) | activation, % at 9 µM | NIH3T3-HGL HSF-1 luciferase reporter, MG132, 8 h; 100% = twice DMSO control signal;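 active = mean replicate activation of at least 50% with a set share of replicates each reaching 50%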;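 also: 0% = median of the neutral control wells and 100% = twice that signal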
GSK3B inh: blocks human GSK3beta kinase activity | actives 0.038% (n = 300,000) | P49841 | AID 2097 | GST-GSK3beta kinase, ADP-Glo luminescence, 60 min; stronger effect = lower value | activity score (negative = inhibition), % at 10 µM;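 active = more than half of replicate wells score below -50%, meaning over 50% inhibition versus plate controls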;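 also: 0% = median DMSO wells and -100% = median GW8510 positive control wells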
Target sequence (P49841 whole entry, looked up): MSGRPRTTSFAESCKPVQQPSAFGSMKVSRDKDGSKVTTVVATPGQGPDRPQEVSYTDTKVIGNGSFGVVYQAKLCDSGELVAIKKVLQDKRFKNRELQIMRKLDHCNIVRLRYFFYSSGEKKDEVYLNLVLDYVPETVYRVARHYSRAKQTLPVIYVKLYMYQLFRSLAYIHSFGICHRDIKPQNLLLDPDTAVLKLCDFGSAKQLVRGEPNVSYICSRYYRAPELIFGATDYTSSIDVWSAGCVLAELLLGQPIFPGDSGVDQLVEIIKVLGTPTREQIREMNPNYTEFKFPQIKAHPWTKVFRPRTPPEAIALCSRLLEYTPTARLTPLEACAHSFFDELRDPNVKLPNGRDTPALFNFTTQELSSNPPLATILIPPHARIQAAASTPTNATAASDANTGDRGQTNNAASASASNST
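test system = GST-tagged human GSK3beta kinase, cell-free | reagent = 25 µM ATP with peptide substrate | dosing = one dose of 10 µM per compound | schedule = 60 min reaction, RT | detection = luminescent ADP-Glo measurement of ADP formed | control set = DMSO neutral wells and GW8510 at 20 µM as positive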
aSyn UTR inh: 5' untranslated region of α-synuclein, MLPCN primary screen. alpha-synuclein 5'UTR reporter, inhibitor activity. inhibition, % (tested at 7.5 µM). actives 0.82% (n = 300,000). AID 1813; in the data active = inhibition above about 60%;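 also: H4 neuroglioblastoma cells stably carrying SNCA 5'UTR luciferase fusion; 0% = DMSO wells and 100% = positive control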
HSP90 inh: inhibitors of HSP90 luciferase refolding in rabbit reticulocyte lysate | inhibition, % at 5.6 µM | AID 1789 | actives 0.91% (n = 290,000) | luciferase refolding luminescence, 3 h;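 active = inhibition above the screen-wide mean plus 3 SD, computed separately per campaign, cut at about 16% in these data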;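 also: 0% = DMSO wells and 100% = 60 µM geldanamycin wells; inhibitors lower the luminescence because luciferase stays unfolded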
HSF1 inh: HSF1 inhibition. NIH3T3-HGL HSE-luciferase, MG132-induced, luminescence 8 h; stronger effect = lower value. activity change, negative = inhibition, % at 7.5 µM (by protocol). actives 0.77% (n = 300,000). AID 2098;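 active = more than half of replicate wells show activity change below -50%, luminescence cut by over half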;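 also: luciferase reports HSF-1 transcriptional activity via heat shock element; 0% = median of DMSO wells and -100% = zero luminescence signal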
* hit, by the source's call; · = not tested or not shown. A portion of the library; rates above refer to the full screens.

SMILES | IEC-6 tox | GSK3A inh | KLF5 inh | Platelet DG rel | DYRK1A inh | HSF-1 act | GSK3B inh | aSyn UTR inh | HSP90 inh | HSF1 inh
Nc1cc(=O)nc(SCC(=O)NC2CCCCC2)n1-c1ccccc1 | 3 | -1 | -10 | 2 | -2 | -5 | 4 | -15 | 2 | -6
CCOc1cc(C(=S)N2CCCCC2)ccc1OS(=O)(=O)c1ccc(Br)cc1 | -4 | · | -21 | -10 | 4 | 13 | 3 | 0 | 2 | 11
CCCCNC(=O)N1CCN(C(=O)c2ccco2)CC1 | -5 | · | -33 | 3 | -4 | -3 | 1 | -5 | -1 | -11
Cc1ccc(S(=O)(=O)NCCSc2nnnn2-c2cc(C)ccc2C)cc1 | -1 | 0 | -28 | 3 | 6 | 11 | 0 | 13 | 1 | 10
Cc1cc(C(=O)N/N=C/C=C/c2ccc([N+](=O)[O-])cc2)n[nH]1 | -2 | -3 | -19 | 3 | 12 | 5 | 5 | -14 | 0 | -1
CCN1CCN(Cc2cc(=O)oc3ccc(Cl)cc23)CC1 | 1 | 1 | 2 | -1 | -5 | 0 | -1 | -1 | -1 | 1
CC(C)OC(=O)CC(=O)CSc1nc2c(cc1C#N)CCCCC2 | 1 | 0 | -15 | 1 | -5 | 20 | -21 | -47 | -2 | 4
CCOC(=O)c1ccc(NC(=O)c2cc(S(=O)(=O)N3CCOCC3)ccc2O)cc1 | 1 | -4 | -33 | -11 | 0 | -1 | -3 | 6 | 5 | -3
Cc1csc(-c2cnn(-c3ccccc3)c2NC(=O)c2ccc(C(F)(F)F)cc2)n1 | -1 | 1 | -14 | 3 | 7 | 7 | -3 | -16 | 1 | -2
Cc1c(C(=O)NC2CCCc3ccccc32)oc2ccccc12 (stereo not drawn) | -2 | -2 | -38 | 3 | 1 | 21 | -2 | 23 | 3 | 6
C/C=C/Cn1c(N(C)Cc2ccccc2)nc2c1c(=O)[nH]c(=O)n2C | -4 | · | -14 | -4 | -2 | 7 | 0 | 23 | -2 | 0
CC12CCCCC1NS(=O)(=O)OC2 (stereo not drawn) | 6 | -2 | -31 | 1 | -8 | -4 | 1 | -4 | 0 | -2
Cc1cc(C)nc(SCC(=O)NC2CCCC2)n1 | 4 | -2 | 12 | -7 | · | -6 | -3 | 16 | 0 | 2
COc1ccc(N(CC(=O)N2CCC(C)CC2)S(=O)(=O)c2c(C)nn(C)c2C)cc1 | 3 | 0 | -13 | 3 | 10 | 4 | 0 | -20 | 2 | 1
Cn1c(=O)[nH]c(NC2CCCCC2)c(N=O)c1=O | 2 | -2 | -8 | 2 | -2 | -8 | 4 | 18 | 1 | -2
CCn1c(-c2cc(OC)c(OC)c(OC)c2)n[nH]c1=S | -4 | 1 | -8 | -3 | -3 | 3 | 1 | -7 | 0 | -5
Cc1ccc(C2=NN(CC(=O)NCc3ccco3)C(=O)CC2)cc1 | -5 | -9 | -2 | 0 | 1 | 1 | 2 | -9 | -1 | 3
O=C(Nc1ccc(N2CCOCC2)cc1)C1CCN(S(=O)(=O)Cc2ccccc2)CC1 | 2 | 0 | -45 | · | 20 | 3 | -3 | 12 | 25* | 0
COc1ccc(NC2CCCN(C(=O)CCN3CCOCC3)C2)cc1 (stereo not drawn) | 2 | -1 | -19 | -5 | -3 | 0 | 1 | 18 | 3 | -3
CCn1nc(C)cc1C(=O)N1CCCC(N(C)CCc2ccc(OC)c(OC)c2)C1 (stereo not drawn) | 0 | 7 | -17 | 4 | 4 | -2 | -3 | 8 | -2 | 5
COc1cc(/C=C2\SC(=S)N(N3CCOCC3)C2=O)ccc1O | -3 | -6 | -22 | 15 | 19 | -5 | 0 | -19 | 2 | -2
CC(C)(C)c1ccc(C(=O)N2CCN(CCNC(=O)C(=O)NCc3ccccc3)CC2)cc1 | 3 | 1 | 2 | -7 | 3 | -6 | -1 | 22 | -2 | -1
CCn1c(=O)cc(SCC(=O)NCc2ccc(C)o2)c2ccccc21 | 7 | 5 | -20 | 3 | -5 | 45 | 3 | -6 | 0 | 19
Oc1ccc(Cl)cc1CNc1ccccn1 | 3 | -1 | -3 | 1 | 11 | -1 | -1 | -21 | 0 | -6
CC(=O)N/C(=C/c1ccc2c(c1)OCO2)C(=O)N1CCOCC1 | -3 | 0 | -49 | -6 | 20 | 3 | 1 | 6 | -2 | 5
CCOC(=O)N1CCN(C(=O)c2ccc(N(Cc3ccccc3)S(C)(=O)=O)cc2)CC1 | -10 | 0 | -14 | 2 | -1 | 6 | -3 | -8 | 0 | -4
CN(C)CCCN=Cc1c(-c2ccccc2)[nH]n(-c2nc3ccccc3s2)c1=O | 2 | 2 | 19 | 7 | 20 | -24 | -1 | 16 | 2 | -23
CN(C(=O)c1ccc2ccccc2c1)c1ccccn1 | 0 | -3 | -62 | -3 | -2 | 9 | -5 | -42 | -5 | 3
CCN(CC)S(=O)(=O)c1ccc(C)c(NC(=O)CN2C(=O)NC3(CCCC3)C2=O)c1 | 1 | -1 | -38 | -9 | 17 | 7 | 0 | 14 | 2 | -11
COc1ccc(C(=O)C2CCCN(C(=O)c3ccnn3C)C2)c(C)c1 (stereo not drawn) | 2 | -1 | 7 | -2 | -4 | -3 | 2 | -16 | -5 | -1
COc1ccc(-c2cc(C(=O)Nc3cc(C)n(Cc4ccc(Cl)cc4)n3)no2)cc1OC | 0 | 3 | -17 | -6 | 2 | -15 | -2 | -29 | -1 | 3
COc1cccc(-c2cc(C(=O)NCc3ccc(Cl)cc3)no2)c1 | 12 | 1 | -8 | -2 | -2 | · | 2 | · | 1 | ·
O=C(Nc1cccc(Cl)c1)c1cc2c(=O)n3ccccc3nc2s1 | -6 | -1 | -41 | -1 | 2 | 16 | -1 | -16 | -2 | 1
CN(C(=O)c1cc(C(=O)N(C)c2ccccc2)cc([N+](=O)[O-])c1)c1ccccc1 | 1 | 0 | -34 | -3 | -2 | -5 | -1 | 7 | -1 | -2
O=C(CS(=O)(=O)Cc1ccccc1)NCc1ccccc1Cl | -3 | 0 | -33 | 2 | · | -14 | -1 | -2 | 1 | -4
CCOC(=O)Cn1c(=O)oc2cc(S(=O)(=O)NCCC(C)C)ccc21 | -1 | -2 | 8 | 29 | 1 | -75 | 4 | 16 | -2 | -70*
Cc1ccc(NC(=S)Nc2cccc(-c3n[nH]c(=S)o3)c2)cc1 | -1 | 3 | 4 | 28 | 0 | -3 | -6 | -57 | 6 | -11
COC(=O)C(O)(NC(=O)NC(C)=O)C(F)(F)F (stereo not drawn) | -5 | 2 | -17 | -7 | -9 | -2 | 1 | 10 | -2 | -5
Cc1ccc2nsnc2c1NC(=O)c1ccc2c(c1)OCCO2 | -2 | -6 | -40 | -7 | 4 | 0 | 5 | -26 | 2 | -3
COc1ccc(S(=O)(=O)Nc2cccc(S(=O)(=O)N3CCCC3)c2)cc1OC | · | -1 | · | · | 0 | -11 | -7 | -6 | · | -9

A portion taken from the entries so far, as a working copy:
SMILES | IEC-6 tox | GSK3A inh | KLF5 inh | Platelet DG rel | DYRK1A inh | HSF-1 act | GSK3B inh | aSyn UTR inh | HSP90 inh | HSF1 inh
CN(C(=O)c1cc(C(=O)N(C)c2ccccc2)cc([N+](=O)[O-])c1)c1ccccc1 | 1 | 0 | -34 | -3 | -2 | -5 | -1 | 7 | -1 | -2
O=C(CS(=O)(=O)Cc1ccccc1)NCc1ccccc1Cl | -3 | 0 | -33 | 2 | · | -14 | -1 | -2 | 1 | -4

Grouped by structure, the entries above with a nitro group on carbon (2)
SMILES | IEC-6 tox | GSK3A inh | KLF5 inh | Platelet DG rel | DYRK1A inh | HSF-1 act | GSK3B inh | aSyn UTR inh | HSP90 inh | HSF1 inh
Cc1cc(C(=O)N/N=C/C=C/c2ccc([N+](=O)[O-])cc2)n[nH]1 | -2 | -3 | -19 | 3 | 12 | 5 | 5 | -14 | 0 | -1
CN(C(=O)c1cc(C(=O)N(C)c2ccccc2)cc([N+](=O)[O-])c1)c1ccccc1 | 1 | 0 | -34 | -3 | -2 | -5 | -1 | 7 | -1 | -2

The listing continues:
SMILES | IEC-6 tox | GSK3A inh | KLF5 inh | Platelet DG rel | DYRK1A inh | HSF-1 act | GSK3B inh | aSyn UTR inh | HSP90 inh | HSF1 inh
O=C(CSc1ccccc1)Nc1ccc(NC(=O)c2ccco2)cc1 | 1 | 2 | 17 | 9 | -4 | 4 | 0 | -68 | -2 | -4
O=C(OCc1nc2ccccc2[nH]1)C12CC3CC(CC(C3)C1)C2 | 6 | 0 | -26 | 1 | -1 | 9 | -1 | -6 | 0 | 10
Cc1cc(S(=O)(=O)NCCCN2CCOCC2)c(Cl)cc1Cl | 0 | -3 | 11 | 4 | 15 | 6 | 1 | 1 | 5 | -5
CC(=O)Nc1ccc(NC(=O)C(C)OC(=O)c2ccc(N(C)C)cc2)cc1 (stereo not drawn) | 4 | 0 | -13 | 0 | -2 | -12 | 0 | -61 | -4 | -4
CC(=O)NC(Cc1c[nH]c2ccccc12)C(=O)NCCc1ccccn1 (stereo not drawn) | 3 | -2 | 0 | -1 | -3 | 2 | -6 | 15 | -4 | -3
CC1(C)CC(=O)C2=C(C1)OC(N)=C(C#N)C2C1C=CCCC1 (stereo not drawn) | -5 | -2 | -8 | -12 | -10 | -1 | -2 | 9 | 2 | -5
CCN1CCS/C1=C/C=C/C1=[N+](CC)CCS1 | 27* | -1 | -28 | 3 | 1 | 1 | 2 | -19 | -8 | -12
CO/N=C(\Cn1ncc(NC2CCCCC2)c(Br)c1=O)c1ccc(Cl)cc1 | 2 | 0 | -24 | -41 | 1 | -17 | 3 | 12 | 10 | 7
CC(/C=N\NC(=O)Cn1cncn1)=C/c1ccc(C(C)C)cc1 | 3 | -1 | -14 | -8 | · | -17 | 1 | -42 | 6 | -1
Cc1ccc2nc(-c3ccccc3)c(-c3ccccc3)nc2c1 | -3 | -2 | -24 | 6 | · | 11 | 1 | -15 | 2 | 7
CC(=O)c1sc(C(C)(C)C)cc1NC(=O)c1ccccc1C(=O)O | 3 | 0 | -6 | 5 | 0 | 7 | -1 | 9 | -1 | -7
O=C(O)Cc1c(-c2ccccc2Cl)c2cc(Br)ccc2[nH]c1=O | -10 | 3 | -20 | -18 | 9 | 6 | 1 | 5 | 4 | -1
CCOC(=O)Cc1csc(NC(=O)CSc2nncn2C)n1 | 2 | · | -36 | 6 | 8 | 35 | 2 | 6 | -2 | -8
NC(=O)CSc1nnc(C2CC2)n1Cc1ccccc1 | 2 | 2 | -17 | 2 | -16 | -26 | -1 | 26 | 3 | -8
O=C(NC1CCCCC1)C(c1ccc2ncccc2c1)N(Cc1cccs1)C(=O)c1cccs1 (stereo not drawn) | 0 | 2 | -15 | -3 | -5 | · | -3 | -12 | 0 | ·
NC(=O)CC(NC(=O)Cc1ccc(Cl)cc1)c1ccc(NC2CCCCC2)c([N+](=O)[O-])c1 (stereo not drawn) | · | 1 | · | 0 | -2 | -7 | 3 | -22 | · | -3
CCOC(=O)N1CCN(C(=O)/C=C/c2ccc3c(c2)OCO3)CC1 | -5 | 4 | -3 | -3 | -2 | -10 | 1 | -3 | 1 | 0
COc1cc(CNCc2ccccc2C(F)(F)F)cc(OC)c1 | 3 | -8 | -43 | 3 | 0 | -2 | 2 | -7 | 2 | -6
CC(=O)Oc1ccc2c(=O)c(-c3ccccc3)coc2c1 | -1 | 5 | -162 | 16 | 21 | 38 | -2 | -146 | 3 | 3
COc1ccc(-n2cnnc2SCc2ncc(-c3ccccc3)o2)cc1 | 0 | 3 | -18 | 2 | 2 | -8 | -2 | 21 | 1 | -1
